High-throughput results: PubChem BioAssay, several laboratories
WT yeast gro inh – growth inhibition of WT yeast, mitochondrial fusion screen; mitochondrial fusion phenotypic screen, WT strain; inhibition, % at 10 µM; 190,000 tested, 2.1% active; in the data active means inhibition above about 58%; tested in S. cerevisiae
Autophagy mod – autophagy modulation, high-content screen; MEF GFP-LC3 puncta imaging; test concentration mostly 10 µM; calls only at 10 µM (by protocol); 190,000 tested, 0.98% active; AID 463193;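 active means percentage of spot-positive cells more than 3 SD above its plate mean, without a fluorescence outlier flag or 80% toxicity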;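 further: spot-positive cell cutoff set from DMSO-treated cells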
NS5 inhibitors – Dengue-2 NS5 methyltransferase inhibitors, primary screen, biochemical, confirmation dose response (AID 588689) | Dengue-2 NS5 methyltransferase capping enzyme assay, biochemical; higher % means a stronger effect | one-dose inhibition, % at 25 µM; IC50 in µM for titrated hits | 340,000 tested, 0.3% active; in the data active means a potency from the dose series
RSV antiviral HEp-2 – inhibition of RSV-induced cytopathic effect – HEp-2 cells, primary 10 µM value included (AID 2391); HEp-2 cells, RSV-induced CPE inhibition; higher % means a stronger effect; CPE inhibition, % at 10 µM, or IC50 in µM where a hit was titrated; 310,000 tested, 0.13% active; in the data active means a potency from the dose series; further: strong numbers were not always called active
K1F lysis inhibition – protection from phage-mediated lysis, alamar blue read-out – E. coli UTI89, K1F phage, bacterial capsule biogenesis inhibitors (AID 488966); 340,000 tested, 0.02% active; E. coli UTI89 K1F phage lysis, alamar blue, 2 h; higher % means a stronger effect; inhibition, % at 100 µM, or IC50 in µM where a hit was titrated;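 active means phage lysis inhibition, versus mean bacterial control, above a set limit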;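 further: capsule biogenesis inhibitors block K1F phage lysis so surviving cells raise fluorescence; higher fluorescence means more inhibition of phage lysis; actives were called in the ten point dose series up to 300 µM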
LYP inhibition – PTPN22 lymphoid phosphatase activity blockers – biochemical, fluorescence intensity, uHTS (AID 1779); recombinant LYP phosphatase, fluorescence intensity; higher % means a stronger effect; inhibition, % at 11.5 µM, or IC50 in µM where a hit was titrated; 290,000 tested, 0.054% active; in the data active means inhibition above about 50%;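 further: plate controls were vehicle with enzyme for no effect and no enzyme for full effect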
GPR35 antagonists – GPR35 antagonists blocking zaprinast-driven arrestin recruitment, primary screen, imaging, U2OS, beta-arrestin-GFP, zaprinast agonist (AID 2058); U2OS GPR35 beta-arrestin-GFP translocation imaging, zaprinast antagonism; higher % means a stronger effect; inhibition, % at 10 µM, or IC50 in µM where a hit was titrated; 290,000 tested, 0.052% active;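 active means inhibition of at least 50% with at least 30 cells and total cytoplasm GFP at most 10,000,000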
AID2073 – inhibitors of Mint1-CaV2.2 protein interaction, biochemical, HTRF (AID 2073). HTRF protein-protein interaction, Mint1-CaV2.2; higher % means a stronger effect. one-dose inhibition, % at 20 µM; IC50 in µM for titrated hits. 290,000 tested, 0.19% active; in the data active means inhibition mostly above about 51%, no sharp cut-off; further: some results filed as inactive read as strong as hits
NTR1 ag – NTR1-driven beta-arrestin-GFP spot formation – imaging, U2OS cells, high content, primary screen (AID 493036); 330,000 tested, 0.17% active; activation, % at 20 µM; agonist mode;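 active means activation at or above 40% of the spot to cytoplasm intensity ratio, with at least 20 cells analyzed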;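 further: 0% = DMSO without peptide and 100% = 100 nM NTR1 peptide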
Target sequence (P30989 whole entry, looked up): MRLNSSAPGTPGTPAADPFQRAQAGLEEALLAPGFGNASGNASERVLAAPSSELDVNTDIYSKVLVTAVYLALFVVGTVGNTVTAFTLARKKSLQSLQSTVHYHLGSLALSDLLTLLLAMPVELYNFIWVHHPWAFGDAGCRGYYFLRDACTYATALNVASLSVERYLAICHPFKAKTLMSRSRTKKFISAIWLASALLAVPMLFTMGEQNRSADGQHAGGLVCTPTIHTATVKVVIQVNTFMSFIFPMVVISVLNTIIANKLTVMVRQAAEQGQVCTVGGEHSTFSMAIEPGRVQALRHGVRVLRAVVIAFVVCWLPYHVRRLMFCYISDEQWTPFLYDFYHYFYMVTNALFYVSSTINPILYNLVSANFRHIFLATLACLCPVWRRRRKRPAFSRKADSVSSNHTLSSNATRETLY
WT yeast gro inh mutant strain – recorded beside WT yeast gro inh, whose call it bears; inhibition, %; mitochondrial fusion phenotypic screen, mutant strain inhibition
Autophagy mod cell loss 18 h – further read-out of Autophagy mod, marked with its call; toxicity, %; measured here: cell loss, nuclei count;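 cell loss after 18 h compound exposure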
NTR1 ag cell count 20 µM – further read-out of NTR1 ag, marked with its call; cell count; measured here: cell count, cytotoxicity flag
NS5 inhibitors pilot replicate – recorded beside NS5 inhibitors, whose call it bears; inhibition, %; measured here: pilot screen replicate inhibition
Numbers without * were called inactive; i = inactive; nt = no result given; [ ] = another dose, or the depositor's remark.

SMILES	WT yeast gro inh	WT yeast gro inh mutant strain	Autophagy mod	Autophagy mod cell loss 18 h	NS5 inhibitors	RSV antiviral HEp-2	K1F lysis inhibition	LYP inhibition	GPR35 antagonists	AID2073	NTR1 ag	NTR1 ag cell count 20 µM	others
Cc1ccc(OCC(O)Cn2c(N3CCCCC3)nc3c2c(=O)[nH]c(=O)n3C)cc1 (stereo not given)	nt	nt	nt	nt	3%	1.9%	0.2%	-1%	0%	0%	2.2	76
Cc1cc(C)n2nc(CNS(=O)(=O)c3c(F)c(F)c(F)c(F)c3F)nc2n1	nt	nt	nt	nt	-6%	-1.4%	0.0%	-16%	17%	-6%	9.1	82
CC(NC(=S)NC1CCCCC1)C(c1ccccc1)N1CCOCC1 (stereo not given)	11	-14	i	-7	4%	-0.1%	0.6%	0%	-1%	1%	-0.6	49
Cc1ccc2oc(=O)c3cnn(CC(=O)NC4CCCCC4C)c3c2c1 (stereo not given)	7	-2	i	7	-2%	-0.6%	0.2%	4%	34%	12%	-0.2	100
CS(=O)(=O)Nc1ccc2c(c1)OCC(=O)N2Cc1ccccc1	nt	nt	nt	nt	-5%	0.2%	0.2%	-10%	12%	1%	0.8	62
CCc1nnc(NC(=O)CCC(=O)N2CCN(c3ccccn3)CC2)s1	-19	-8	i	-7	31%	-0.3%	0.5%	-4%	0%	-4%	-0.3	90
O=C(NCc1ccc2c(c1)OCO2)C1CCN(S(=O)(=O)c2cccc3nsnc23)CC1	19	16	i	-1	-10%	3.8%	0.4%	0%	-15%	2%	-1.1	61
COC(=O)c1ccc(NC(=O)c2ccccc2CC[N+](=O)[O-])cc1	-10	-8	i	-1	0%	-0.2%	1.8%	5%	4%	0%	-0.3	27
Cc1cc(C)cc(NC(=S)NCc2ccc(F)cc2)c1	42	3	i	-2	-4%	0.7%	4.3%	1%	10%	-4%	-1.8	59
CCN(C(=O)CSc1nnnn1C)c1c(N)n(Cc2ccccc2)c(=O)[nH]c1=O	-13	-4	i	10	-10%	0.2%	0.4%	0%	-21%	-5%	-1.3	34
Cc1ccc(NC(=O)CCNC(=O)c2ccccc2Cl)cc1S(=O)(=O)N(C)C	-7	-11	i	-16	0%	4.3%	-0.5%	-4%	27%	3%	2.6	58
O=C(C[n+]1cc(-c2ccc(Cl)cc2)n2c1CCC2)Nc1nc(-c2ccccc2)cs1	nt	nt	nt	nt	-12%	2.6%	1.3%	-11%	3%	15%	-0.7	51
CSc1nnc(-c2sc3cc(C(F)(F)F)cnc3c2-c2ccccn2)n1C	0	-26	i	3	-9%	2.8%	0.8%	-3%	16%	26%	1.1	57
COc1ccc(-n2nc3c(c2NC(=O)COc2ccccc2)CS(=O)(=O)C3)cc1	nt	nt	nt	nt	5%	1.0%	0.8%	-10%	13%	6%	-0.5	69
CCOc1ccc(C(=O)N[C@H](C(=O)O)C(C)C)cc1	-7	1	i	0	-1%	0.8%	0.3%	-9%	0%	-4%	1.4	44

Arranged by molar mass (ascending): some entries from above
SMILES	WT yeast gro inh	WT yeast gro inh mutant strain	Autophagy mod	Autophagy mod cell loss 18 h	NS5 inhibitors	RSV antiviral HEp-2	K1F lysis inhibition	LYP inhibition	GPR35 antagonists	AID2073	NTR1 ag	NTR1 ag cell count 20 µM	others
CS(=O)(=O)Nc1ccc2c(c1)OCC(=O)N2Cc1ccccc1	nt	nt	nt	nt	-5%	0.2%	0.2%	-10%	12%	1%	0.8	62
COc1ccc(-n2nc3c(c2NC(=O)COc2ccccc2)CS(=O)(=O)C3)cc1	nt	nt	nt	nt	5%	1.0%	0.8%	-10%	13%	6%	-0.5	69
O=C(NCc1ccc2c(c1)OCO2)C1CCN(S(=O)(=O)c2cccc3nsnc23)CC1	19	16	i	-1	-10%	3.8%	0.4%	0%	-15%	2%	-1.1	61

(listing goes on)
SMILES	WT yeast gro inh	WT yeast gro inh mutant strain	Autophagy mod	Autophagy mod cell loss 18 h	NS5 inhibitors	RSV antiviral HEp-2	K1F lysis inhibition	LYP inhibition	GPR35 antagonists	AID2073	NTR1 ag	NTR1 ag cell count 20 µM	others
CC1=NN(c2cccc(C(=O)O)c2)C(=O)/C1=C\C=C\c1ccco1	10	6	i	34	19%	0.5%	-0.3%	-5%	-8%	38%	-1.1	49
COc1ccccc1OC(C)c1nnc(SCC(=O)Nc2c(C)n(C)n(-c3ccccc3)c2=O)n1-c1ccccc1 (stereo not given)	-14	-8	i	13	1%	1.1%	-2.7%	-4%	-5%	3%	0.7	68
Cc1ccc(C(=O)N=c2sccn2C)cc1C	nt	nt	nt	nt	-2%	3.3%	0.0%	-6%	11%	5%	-0.2	62
CSc1nsc(SCC(=O)Nc2ccc(C(=O)O)cc2)n1	nt	nt	nt	nt	-8%	3.2%	0.2%	-4%	4%	1%	0.5	49
COc1ccc(NC(=O)C2CCN(C(=O)c3ccccc3)CC2)c(OC)c1	-5	-5	i	-1	-2%	0.8%	0.9%[50 µM]	-6%	-1%	11%	1.5	66
CCC1CCCCN1CCCNC(=O)c1ccc2nc(N3CCC(C)CC3)sc2c1 (stereo not given)	nt	nt	nt	nt	6%	0.5%	0.0%	-9%	11%	1%	1.5	63
CN1CCC(=NOc2ccc([N+](=O)[O-])cc2)CC1	-7	-1	i	-18	-4%	-0.3%	0.4%	-1%	-3%	0%	-0.7	39
Brc1ccc(-c2nc3ccccc3s2)s1	6	-2	i	-5	1%	2.0%	0.8%	-6%	1%	42%	2.6	48
O=C(O)C1CSC(CCc2ccccc2)N1 (stereo not given)	8	14	i	-60	7%	-0.3%	0.9%	-14%	-9%	-8%	-0.7	47
O=C(COC(=O)C12CC3CC(CC(Br)(C3)C1)C2)Nc1cccnc1Cl	19	16	i	12	-2%	0.0%	-0.1%	6%	1%	1%	2.7	67
CCOC(=O)c1c(C)oc2c1c(C=NC1CCS(=O)(=O)C1)c(O)c1ccccc12 (stereo not given)	-5	6	i	28	1%	1.6%	1.5%[50 µM]	0%	10%	33%	nt	nt
CCOCCCNC(=O)C(c1ccccc1)N(Cc1ccc2c(c1)OCO2)C(=O)c1ccccc1O (stereo not given)	0	11	i	24	-7%	-1.7%	-0.3%	-5%	-10%	10%	0.2	79
CC(=O)Nc1ccc(NC(=O)C(C)OC(=O)CCC(=O)c2ccc(F)cc2)cc1 (stereo not given)	0	3	i	-23	-5%	0.2%	0.2%	-1%	-2%	3%	0.9	83	NS5 inhibitors pilot replicate=2.1
Cc1ccc(S(=O)(=O)N/N=C/c2ccc(O)c(O)c2)cc1[N+](=O)[O-]	-13	5	i	3	1%	0.3%	1.4%	-4%	-7%	29%	0.5	58
O=C(c1ccco1)N1CCN=C1SCc1ccc(F)cc1	-7	11	i	-4	-4%	6.2%	0.3%	-5%	15%	6%	2.3	51

Reprinted from above, 3 compounds:
SMILES	WT yeast gro inh	WT yeast gro inh mutant strain	Autophagy mod	Autophagy mod cell loss 18 h	NS5 inhibitors	RSV antiviral HEp-2	K1F lysis inhibition	LYP inhibition	GPR35 antagonists	AID2073	NTR1 ag	NTR1 ag cell count 20 µM	others
CC1=NN(c2cccc(C(=O)O)c2)C(=O)/C1=C\C=C\c1ccco1	10	6	i	34	19%	0.5%	-0.3%	-5%	-8%	38%	-1.1	49
COc1ccccc1OC(C)c1nnc(SCC(=O)Nc2c(C)n(C)n(-c3ccccc3)c2=O)n1-c1ccccc1 (stereo not given)	-14	-8	i	13	1%	1.1%	-2.7%	-4%	-5%	3%	0.7	68
Cc1ccc(C(=O)N=c2sccn2C)cc1C	nt	nt	nt	nt	-2%	3.3%	0.0%	-6%	11%	5%	-0.2	62

The listing continues.
SMILES	WT yeast gro inh	WT yeast gro inh mutant strain	Autophagy mod	Autophagy mod cell loss 18 h	NS5 inhibitors	RSV antiviral HEp-2	K1F lysis inhibition	LYP inhibition	GPR35 antagonists	AID2073	NTR1 ag	NTR1 ag cell count 20 µM	others
O=C(NC(NCCCN1CCOCC1)(C(F)(F)F)C(F)(F)F)C1CCCCC1	4	3	i	-53	3%	0.4%	2.0%	-7%	2%	41%	1.7	49
O=C(OCC(O)COc1ccccc1)c1ccc([N+](=O)[O-])cc1 (stereo not given)	nt	nt	nt	nt	-14%	1.4%	-0.1%	-5%	-11%	1%	0.3	95
CCc1nc(SCC(=O)O)c(C#N)cc1C	-4	1	i	-3	-3%	-0.9%	4.0%	-9%	10%	2%	-1.0	44
COc1ccc(CCNC(=O)COC(=O)c2ccc(Br)o2)cc1	-8	0	i	2	-10%	0.9%	4.8%	-8%	15%	-3%	3.0	71
COc1cc(C)ccc1OCc1cc(C(=O)N2CCN(C3CCCCC3)CC2)no1	nt	nt	nt	nt	-6%	1.2%	0.4%	-8%	6%	8%	-1.0	65
CCc1cc(OCCN(C)C)ccc1Cl	-2	2	i	-2	-5%	4.5%	1.0%	-6%	6%	-5%	3.6	68
Cc1cc(NC(=O)c2cc3ccccc3o2)cc(C)c1OCC(=O)N1CCOCC1	-4	-11	i	-3	-2%	2.2%	2.6%	5%	-6%	2%	-0.5	63
CCOc1ccccc1OCC(=O)NCCc1ccc(S(N)(=O)=O)cc1	5	22	i	-12	-5%	2.5%	0.2%	-7%	7%	-2%	-1.9	56
CCCCN1CC(=O)N2[C@H]3c4cc(OC)ccc4OC[C@@H]3[C@H](C(=O)OCC)[C@]2(C)C1=O	nt	nt	nt	nt	3%	0.4%	0.3%	nt	nt	nt	-0.9	59
Cc1ccc(C(C)NC(=O)c2cc3cc(Br)ccc3oc2=N)cc1 (stereo not given)	nt	nt	nt	nt	3%	8.6%	0.2%	-1%	-13%	7%	17	38
COc1ccccc1Cn1c(=S)[nH]c2ccc(Br)cc2c1=O	nt	nt	nt	nt	-1%	1.1%	0.1%	-10%	-10%	40%	nt	nt
CN(CC(=O)Nc1cccc(F)c1)C(=O)CN1c2cccc3cccc(c23)S1(=O)=O	nt	nt	nt	nt	-1%	2.8%	0.4%[50 µM]	nt	nt	nt	1.6	38
COc1ccc(NC2=C(C(C)=O)C(c3ccccc3)C(C(C)=O)C(C)(O)C2)cc1 (stereo not given)	nt	nt	nt	nt	-11%	4.0%	-0.3%	-5%	5%	6%	-0.7	57
CC(C)(C)OC(=O)N1CCC(CC2CC(c3cccc(Br)c3)=NO2)(C(=O)O)CC1 (stereo not given)	nt	nt	nt	nt	3%	2.5%	-0.4%	-10%	-10%	-3%	6.5	70
CCc1ccc2c(CN(CC)Cc3nc4ccccc4c(=O)[nH]3)cc(=O)oc2c1	-8	-10	i	0	-5%	5.3%	2.7%	1%	15%	4%	5.5	10
NNc1nc(-c2ccccc2Cl)nc2ccccc12	nt	nt	nt	nt	-1%	-0.3%	0.1%	-6%	-3%	12%	-1.7	64	NS5 inhibitors pilot replicate=-3.0
Cc1cccc(Nc2nnc(C)c(=O)n2N)c1	14	22	i	-19	1%	-0.9%	0.4%	-1%	4%	0%	2.9	50
O=C(Nc1ccc2c(c1)OCO2)C1CC(c2ccccc2Cl)=NO1 (stereo not given)	-13	-4	i	2	2%	4.8%	-0.4%	-11%	12%	-1%	-1.6	55
Cc1cc(C)n(-c2nc(NCCO)c3c4c(sc3n2)CCCC4)n1	-18	7	i	-5	-1%	1.5%	0.1%	2%	4%	0%	5.5	72
